# GC-A act: GC-A stimulated cGMP production enhancers – HEK293 GC-A cells, cGMP TR-FRET, EC30 ANP, primary screen; activation, % at 10 µM; AID 1671463, 2021; Atrial natriuretic peptide receptor 1 (Homo sapiens), P16066; 0% at EC30 ANP, 100% saturating ANP; 0.14% of 370,000 active; in the data active means activation above about 40%
# ASAP1 GAP inh: inhibitors of human ASAP1 ArfGAP activity, primary screen, biochemical, fluorescence polarization | Arf-GAP with SH3 domain, ANK repeat and PH domain-containing protein 1 (Homo sapiens), … | ASAP1-stimulated ARF1 GTP hydrolysis, GDP FP detection | 0.19% of 360,000 active | AID 624377, 2012 | inhibition, % at 16.5 µM; in the data active means inhibition above about 25%;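 further: 0% = vehicle with enzyme and substrate and 100% = no enzyme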
# ADAM10 inh: human ADAM10 inhibitors, primary screen, biochemical, QFRET, HTS. recombinant ADAM10, EDANS/DABCYL FRET peptide cleavage, 3 h. inhibition, % at 7 µM. 0.62% of 370,000 active. AID 720582, 2013;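 active means inhibition above a per-campaign cutoff equal to the mean of compounds falling between control-based bounds plus 3 SD, cut at about 20% in these data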;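 further: 0% = DMSO wells while the 100% control is not disclosed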
# DDE Tn6 FP inh: inhibitors of Tn6 peptide binding to fibrin DD(E), primary screen, biochemical, fluorescence polarization, human fibrin, Tn6 probe; Fibrinogen beta chain (Homo sapiens), P02675; Fibrin DD(E) TRITC-Tn6 fluorescence polarization displacement; inhibition, % at 8.3 µM; 0.21% of 370,000 active; AID 720509, 2013;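 active means inhibition above a per-campaign cutoff: mean of compounds within control limits plus 3 SD, cut at about 15% in these data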;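 further: 0% = median of all compound wells on the plate and 100% = blocking peptide control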
# Target sequence (P02675 whole entry, looked up): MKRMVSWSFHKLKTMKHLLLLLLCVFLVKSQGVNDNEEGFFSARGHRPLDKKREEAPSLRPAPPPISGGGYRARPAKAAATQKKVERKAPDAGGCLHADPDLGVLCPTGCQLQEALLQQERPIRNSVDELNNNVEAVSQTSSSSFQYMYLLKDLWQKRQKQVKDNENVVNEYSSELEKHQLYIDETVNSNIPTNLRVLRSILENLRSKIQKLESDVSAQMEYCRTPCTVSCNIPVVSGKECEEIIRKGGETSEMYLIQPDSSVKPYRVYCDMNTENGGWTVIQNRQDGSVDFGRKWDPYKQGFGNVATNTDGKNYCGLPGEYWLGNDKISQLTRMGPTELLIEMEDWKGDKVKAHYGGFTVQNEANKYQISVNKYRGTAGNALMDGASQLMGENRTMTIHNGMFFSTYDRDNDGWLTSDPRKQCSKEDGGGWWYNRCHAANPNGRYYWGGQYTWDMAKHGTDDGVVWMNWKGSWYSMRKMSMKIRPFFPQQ
# rCAG binder: binders of r(CAG) RNA repeats, primary screen, biochemical, fluorescence. r(CAG) RNA repeat, TO-PRO-1 dye displacement fluorescence. inhibition, % at 3 µM. 1.3% of 370,000 active. AID 651821, 2012;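 active means inhibition above the plate cutoff, the mean of all test compounds on that plate plus 3 SD, cut at about 35% in these data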;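 further: 0% = DMSO alone and 100% = 100 µM mitoxantrone as full dye displacement; higher means more dye released from RNA so lower well fluorescence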
# KLK7 zymogen act: proKLK7 zymogen activators, primary screen, biochemical, fluorescence intensity; Kallikrein-7 (Homo sapiens), P49862; purified proKLK7, EDANS-DABCYL substrate fluorescence; 100% is mature enzyme control, 0% vehicle; activation, % at 7 µM; 0.9% of 370,000 active;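 active means activation above the mean of all tested compounds plus 3 SD, computed per campaign excluding outliers beyond control limits, cut at about 13% in these data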
# Target sequence (P49862 whole entry, looked up): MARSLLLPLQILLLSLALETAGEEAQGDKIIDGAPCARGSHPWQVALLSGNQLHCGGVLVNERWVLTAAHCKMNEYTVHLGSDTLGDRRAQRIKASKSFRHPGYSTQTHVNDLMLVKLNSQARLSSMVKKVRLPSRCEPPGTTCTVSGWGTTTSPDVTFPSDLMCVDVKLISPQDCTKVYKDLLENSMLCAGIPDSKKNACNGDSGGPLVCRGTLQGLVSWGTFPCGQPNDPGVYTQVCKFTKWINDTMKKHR
# NPR2 activator: human GC-B receptor activators, primary screen, HEK293 GC-B cells, cGMP TR-FRET, EC30 CNP; 0% at EC30 CNP, 100% saturating CNP; activation, % at 10 µM; 0.11% of 370,000 active;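 active means activation at 10 µM reaching about 35% in either raw or pattern-adjusted values, limit read from the data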
# ARFGAP1 inhibitor: inhibitors of rat ARFGAP1 GAP activity, primary screen, biochemical, fluorescence polarization, GDP tracer. inhibition, % at 16.5 µM. AID 651572, 2012. 0.26% of 360,000 active. Arfgap1-stimulated ARF1 GTP hydrolysis, GDP FP detection;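 active means inhibition above a per-plate limit, mean inhibition of low control wells plus 3 SD, cut at about 25% in these data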;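 further: 0% = DMSO wells with enzyme and 100% = wells lacking Arfgap1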
# Target sequence (Q62848 1-136 limits assumed): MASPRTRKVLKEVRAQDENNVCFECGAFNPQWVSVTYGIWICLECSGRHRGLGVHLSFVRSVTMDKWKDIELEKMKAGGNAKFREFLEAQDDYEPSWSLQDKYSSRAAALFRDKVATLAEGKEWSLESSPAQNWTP
#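 Repeats: one replicate per compound; assay system: rat Arfgap1 catalytic domain, aa 1-136; times: enzyme reaction 120 min at 25 °C after 20 min preincubation; detection: FP of antibody-bound GDP Alexa 633 tracer, ex 620/em 688 nm; benchmarks: high control wells lacking Arfgap1, low control full reaction with DMSO; reagent: human ARF1(Δ1-17)-GTP substrate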
# HGIII-sPLA2 inh: human group III sPLA2 inhibitors, primary screen, biochemical, QFRET, BODIPY PC-A2 liposome substrate | inhibition, % at 12.2 µM | 0.56% of 370,000 active | QFRET BODIPY PC-A2 liposome hydrolysis, fluorescence | AID 743126, 2013 | Group 3 secretory phospholipase A2 (Homo sapiens), Q9NZ20;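 active means inhibition above mean plus 3 SD of compounds lying within the high and low control bounds, cut at about 19% in these data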;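 further: 0% = median of test compound wells and 100% = no enzyme DMSO wells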
# FXN GAA850 act: FXN promoter activators, primary screen, cell-based, luciferase luminescence, HEK293 lucGAA850; AID 540364, 2011; 0.56% of 360,000 active; activation, % at 6 µM; HEK293 lucGAA850 FXN promoter luciferase reporter, 24 h; percent of 10 µM SAHA response;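 active means activation above the average of all compounds screened plus 3 SD, cutoff fixed separately per campaign, cut at about 7.5% in these data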;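 further: 0% = DMSO wells and 100% = 10 µM SAHA wells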
# * = called active by the depositor.
SMILES,GC-A act,ASAP1 GAP inh,ADAM10 inh,DDE Tn6 FP inh,rCAG binder,KLK7 zymogen act,NPR2 activator,ARFGAP1 inhibitor,HGIII-sPLA2 inh,FXN GAA850 act
Cc1ccccc1NS(=O)(=O)c1ccc(C(=O)NN2CCCCC2)cc1,0.5,0.8,-2.8,-6.8,-7.2,-0.6,1.0,6.9,0.1,-1.4
COc1cc(OC)cc(C(=O)OCc2ccc([N+](=O)[O-])cc2)c1,0.8,2.2,-3.1,4.0,-1.2,0.1,-7.2,-3.7,5.8,0.7
O=C(O)C1CC=CCC1C(=O)NCCc1ccccc1 (stereo not given),14.0,-6.1,6.1,-1.2,0.1,0.5,3.0,7.0,6.3,-0.4
O=C(Nc1ccc(F)cc1)Nc1ccc(N2CCCC2)c(S(=O)(=O)Nc2ccccc2Cl)c1,-5.5,8.0,-31.8,-28.1,37.0*,-3.1,11.5,10.3,-0.5,1.7
CCc1c(C)nc(SCC(=O)Nc2cccc(Br)c2)[nH]c1=O,0.1,-10.2,3.6,-0.4,8.0,-0.6,-1.9,-6.8,-1.5,-2.1
O=C(CCC1CCCN(C(=O)c2cc(C3CC3)[nH]n2)C1)N1CCN(c2ccccn2)CC1 (stereo not given),-0.6,1.9,-10.7,-9.9,-7.8,-0.2,-0.5,-1.9,1.6,1.2
CC1(C)CC(=O)C2=C(C1)NC(=O)CC2c1ccc(N(CCC#N)CCC#N)cc1 (stereo not given),-3.4,0.3,-4.6,-3.6,-4.4,0.7,4.1,2.1,11.2,1.9
O=C(Nc1ccc2c(c1)OCO2)C1CCCN1C(=O)OCc1ccccc1 (stereo not given),1.1,-17.3,4.4,9.2,-4.8,0.2,-7.0,9.6,3.2,0.7
CCN(Cc1ccccc1)C(=O)CCNS(=O)(=O)c1ccc2c(c1)CC(C)N2C(C)=O (stereo not given),0.2,2.5,3.5,2.4,-4.1,-0.2,1.8,-2.5,0.0,0.9
COc1ccc(NS(=O)(=O)c2cccc(C(=O)N(C)CC(=O)Nc3ccc(C)cc3)c2)cc1,-4.0,1.4,-5.5,-6.6,7.1,-0.1,-0.4,1.1,-12.2,-2.5

# A portion taken from the entries so far, for reference:
SMILES,GC-A act,ASAP1 GAP inh,ADAM10 inh,DDE Tn6 FP inh,rCAG binder,KLK7 zymogen act,NPR2 activator,ARFGAP1 inhibitor,HGIII-sPLA2 inh,FXN GAA850 act
O=C(Nc1ccc2c(c1)OCO2)C1CCCN1C(=O)OCc1ccccc1 (stereo not given),1.1,-17.3,4.4,9.2,-4.8,0.2,-7.0,9.6,3.2,0.7
CCN(Cc1ccccc1)C(=O)CCNS(=O)(=O)c1ccc2c(c1)CC(C)N2C(C)=O (stereo not given),0.2,2.5,3.5,2.4,-4.1,-0.2,1.8,-2.5,0.0,0.9
COc1ccc(NS(=O)(=O)c2cccc(C(=O)N(C)CC(=O)Nc3ccc(C)cc3)c2)cc1,-4.0,1.4,-5.5,-6.6,7.1,-0.1,-0.4,1.1,-12.2,-2.5

# Next results.
SMILES,GC-A act,ASAP1 GAP inh,ADAM10 inh,DDE Tn6 FP inh,rCAG binder,KLK7 zymogen act,NPR2 activator,ARFGAP1 inhibitor,HGIII-sPLA2 inh,FXN GAA850 act
COC(=O)c1ccc(S(=O)(=O)NCc2ccco2)o1,4.2,-13.5,-8.4,1.6,-2.3,0.4,2.9,-2.0,-1.5,1.2
C=CCN(Cc1nc(-c2ccc(OC)c(OC)c2)oc1C)C1CCS(=O)(=O)C1 (stereo not given),-1.0,10.9,1.5,6.9,-4.8,0.5,2.1,-10.5,-5.1,1.6
Cc1cc(C)c(/C=C(\C#N)S(=O)(=O)c2ccccc2)[nH]1,-2.8,-7.3,3.8,2.5,-3.1,-1.9,-1.8,5.5,1.5,-3.5
CCn1c(/C=C2\C(=O)N(C)c3ccccc32)nc2ccccc2c1=O,-7.7,8.9,6.8,-1.9,-3.1,0.3,-2.6,-8.4,3.2,-0.6
CCOC(=O)c1c(C)[nH]c(C(=O)OCC(=O)Nc2ccc(OC)c(Cl)c2)c1C,5.2,-2.0,-10.5,-0.1,-2.0,0.1,2.3,-7.8,0.5,0.9
COc1cccc(NC(=O)CCCCCn2nnc3ccccc3c2=O)c1,-3.4,-4.2,3.7,5.5,2.8,0.0,-0.7,-3.8,9.4,-3.9
Cc1ccc(C(C(=O)NCc2ccco2)N(C(=O)CNC(=O)c2cccs2)c2ccc(C)cc2C)cc1 (stereo not given),-8.3,0.8,1.8,0.6,2.4,-0.4,-2.1,8.0,0.3,-2.8
CS(=O)(=O)C1=NSC2=NC(=O)/C(=C\c3cccn3-c3ccccc3Cl)C(=N)N21,-10.9,3.1,-24.4,-0.8,83.3*,0.5,2.9,-9.7,-6.7,-0.4
O=[N+]([O-])c1cccc(S(=O)(=O)NCCc2ccccc2)c1,0.1,4.0,-3.2,2.9,0.1,-0.1,-1.3,1.5,2.9,1.3
CCCCN(C(=O)c1cc(Cl)nc2ccccc12)c1c(N)n(CCCC)c(=O)[nH]c1=O,0.6,-4.0,-18.0,-4.8,1.7,0.7,-2.1,8.6,12.2,2.6
Cc1coc2c(C)c3oc(=O)c(CCC(=O)N[C@@H](C)C(=O)N[C@@H](Cc4ccccc4)C(=O)O)c(C)c3cc12,0.2,-3.9,-479.8,5.7,31.1,22.6*,-10.0,-1.4,-15.3,-2.1
COc1cc(C(=O)Nc2cc(C(F)(F)F)ccc2N2CCOCC2)ccc1O,-1.4,-9.8,-8.0,-3.4,-0.1,-0.1,-2.5,-8.0,-9.0,-0.1
Cc1cc(N)n(-c2cc(C)c3ccccc3n2)n1,4.0,-0.4,-13.2,5.3,2.6,1.1,-3.4,7.2,9.9,6.6
Cc1cc(-c2nnc(SCC(=O)Nc3ccccc3F)n2N)n[nH]1,0.3,1.8,-8.3,-5.0,0.7,0.1,-1.4,-12.3,1.5,1.9
O=C(NCCCn1ccnc1)c1cc2c(s1)CCCCC2,1.1,4.7,5.1,0.4,4.6,-0.7,1.4,-16.5,-7.1,0.2
O=c1oc2ccc(Br)cc2cc1-c1nc2ccccc2o1,3.1,3.3,-38.5,-0.3,-0.2,-1.9,-4.2,10.7,8.3,-1.9
COc1ccc(C(=O)c2oc3ccc(Br)cc3c2NC(C)=O)cc1,2.9,14.0,-10.8,-0.5,2.2,0.6,0.2,0.0,-2.7,-0.2
CC(C)CC1C(=O)N(Cc2cn(CC3CCCCC3)nn2)CCS(=O)(=O)N1Cc1ccc(-c2ccc(Cl)c(Cl)c2)cc1 (stereo not given),1.9,20.5,-26.6,2.0,6.2,0.7,2.7,9.2,7.5,1.0
Cc1cc(OC(=O)N2CCCCC2)cc(C)c1Cl,1.2,-3.3,2.4,0.6,-7.1,0.2,-6.6,-0.4,3.7,1.5
Cc1ccc(OCCNC(=O)CCNC(=O)c2ccc(Cl)cc2)cc1,-2.7,2.2,-3.4,8.8,2.1,0.3,1.7,4.8,3.9,1.3
COc1ccccc1-c1cc(C(F)(F)F)nc(S(=O)(=O)CCCC(=O)NC(C)C)n1,73.3*,2.9,-9.4,-3.4,-2.1,0.7,15.6,-0.8,0.1,1.9
COc1ccc2nc(NCCCO)[nH]c2c1,-1.4,-1.2,4.5,2.0,2.9,-0.1,-4.9,9.2,0.7,1.3
COCc1cc(C)nc2sc(C(=O)Nc3nccs3)c(N)c12,4.4,8.1,-76.5,-1.9,4.1,4.0,-5.2,-1.4,6.8,2.1
Cc1c(NS(=O)(=O)c2cccc(C(=O)NCc3ccccc3)c2)c(=O)n(-c2ccccc2)n1C,-2.9,-1.9,-6.1,-3.2,1.6,-0.4,2.3,9.9,9.1,1.9
C=CCN1C(=O)/C(=C\c2ccc(OC(=O)c3ccco3)c(OC)c2)SC1=S,4.5,-5.6,3.0,0.3,6.7,0.1,3.7,-3.1,4.3,1.8
O=c1c2ccccc2sn1-c1ccc(F)cc1,8.2,2.6,0.4,0.5,2.0,0.4,8.6,-7.7,0.7,-2.9
COc1ccc2c(ccc[n+]2CC(=O)c2ccc(C)cc2)c1,7.7,18.9,-411.9,-5.6,2.3,0.2,2.0,7.3,-1.2,2.6
Cc1ccccc1OCCN1C(=O)C(=O)c2cccc(C)c21,-12.9,0.1,2.2,-4.9,1.9,0.5,-0.8,-3.6,6.9,-1.0
Cc1nc(C(=O)Nc2ccccc2)sc1C1(C)CC(c2cccc([N+](=O)[O-])c2)=NO1 (stereo not given),-1.0,8.3,8.5,-3.6,7.6,-1.4,1.4,2.9,-1.1,3.1
COC(=O)[C@]1(Cc2ccccc2)N[C@H](CN(C)C(=O)NC(C)C)[C@@H]2C(=O)N(Cc3ccccc3)C(=O)[C@@H]21,2.4,-1.6,-1.2,3.9,-1.0,-0.2,3.6,6.2,0.6,-5.5
OCCCN1CCN(CCOc2ccccc2-c2ccccc2)CC1,-2.2,-9.2,-3.9,-3.3,-6.1,0.6,-3.1,-1.3,4.0,-0.1
CN(C(=O)c1ccc(Cl)cc1)C1CCS(=O)(=O)C1 (stereo not given),0.6,1.1,-9.2,-5.1,0.8,0.1,-2.3,0.3,2.9,1.1
CC(C)(C)NC(=O)Nc1ccccc1C(N)=O,6.8,7.8,-11.3,1.3,5.5,0.3,0.5,1.0,3.8,1.4
Cc1cc(C)c(S(=O)(=O)NCc2ccccn2)c(C)c1,-0.2,1.2,1.8,8.3,-3.5,0.0,1.4,7.3,-3.6,-0.3
COc1ccccc1Oc1ccc2c(c1)C(=O)N(c1ccc(C)cc1)C2=O,-7.6,-8.5,12.1,-4.2,1.2,-0.8,-8.0,-2.1,1.7,2.8
COc1ccc(CNC(=O)CN2CCC(NC(=O)c3ccccc3C)CC2)cc1,-1.6,1.9,-5.4,-7.9,-0.8,0.1,-0.5,12.3,1.2,-0.1
Cc1nc(Nc2cccc(C(F)(F)F)c2)nc2c1C(=O)CC(C)C2 (stereo not given),5.4,-0.3,4.8,4.1,0.5,0.8,-7.1,-6.2,-0.4,0.3
CCOC(=O)c1ccc(NC(=O)c2cccc(C)c2[N+](=O)[O-])cc1,-2.0,-0.6,-2.3,1.8,8.3,1.2,1.0,4.4,-27.4,0.5
O=C(NNC(=O)c1cccc2ccccc12)c1ccco1,2.4,6.5,-8.9,2.0,-0.7,0.1,4.9,4.3,3.1,1.3

# An unsorted share of the library; about 4.5% have a hit in one of these screens.
